# Source: PubChem (several laboratories)
# PDI inh = inhibitors of human protein disulfide isomerase. PDI insulin aggregation turbidity, A650, 90 min. inhibition, % at 10 µM. actives 0.052% (n = 350,000). AID 588391;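 active = mean inhibition across replicates of 30% or more, whatever share of single replicates reach that level; inconclusive = mean inhibition below 30% while every single replicate reaches 30%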;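 note: absorbance from insulin aggregation driven by PDI reduction with DTT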
# Target sequence (P07237 whole entry, looked up): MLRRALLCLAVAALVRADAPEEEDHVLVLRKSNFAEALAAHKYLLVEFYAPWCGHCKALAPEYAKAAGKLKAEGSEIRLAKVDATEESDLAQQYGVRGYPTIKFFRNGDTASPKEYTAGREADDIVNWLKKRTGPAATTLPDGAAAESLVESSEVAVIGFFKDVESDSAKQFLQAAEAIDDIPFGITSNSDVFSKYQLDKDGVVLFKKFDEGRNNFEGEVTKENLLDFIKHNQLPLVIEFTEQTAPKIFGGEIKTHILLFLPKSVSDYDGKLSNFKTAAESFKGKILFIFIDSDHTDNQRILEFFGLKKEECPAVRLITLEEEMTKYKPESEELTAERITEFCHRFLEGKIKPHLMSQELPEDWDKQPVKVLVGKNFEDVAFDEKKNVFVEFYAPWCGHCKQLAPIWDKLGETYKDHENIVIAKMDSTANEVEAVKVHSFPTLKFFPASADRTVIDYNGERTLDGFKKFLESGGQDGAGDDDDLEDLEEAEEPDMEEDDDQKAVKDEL
# Vif imaging = HIV Vif inhibition | HEK293T cells, Vif self-association by quenched fluorescence, imaging, 24 h | inhibition, % at 7.49 µM | actives 0.35% (n = 340,000); in the data active = inhibition above about 50%, passing the limit was not always enough; inconclusive = no clear call, values can overlap the other calls; inactive = below about 31%; note: some results filed as inactive read as strong as hits
# NR2E3 ag-1 = activates human NR2E3 receptor | Q9Y5X4 | CHO-S Gal4-NCOR/VP16-NR2E3 two-hybrid, luciferase | inhibition of corepressor binding, % at 3.98 µM | actives 0.35% (n = 360,000) | AID 602229;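 active = inhibition above the mean of all tested compounds plus 3 SD, cut at about 70% in these data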;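 note: 0% = DMSO with NR2E3 transfected cells and 100% = cells lacking NR2E3 construct; higher means lower luciferase signal from less NR2E3 corepressor binding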
# Target sequence (Q9Y5X4 whole entry, looked up, the tested form may be a part): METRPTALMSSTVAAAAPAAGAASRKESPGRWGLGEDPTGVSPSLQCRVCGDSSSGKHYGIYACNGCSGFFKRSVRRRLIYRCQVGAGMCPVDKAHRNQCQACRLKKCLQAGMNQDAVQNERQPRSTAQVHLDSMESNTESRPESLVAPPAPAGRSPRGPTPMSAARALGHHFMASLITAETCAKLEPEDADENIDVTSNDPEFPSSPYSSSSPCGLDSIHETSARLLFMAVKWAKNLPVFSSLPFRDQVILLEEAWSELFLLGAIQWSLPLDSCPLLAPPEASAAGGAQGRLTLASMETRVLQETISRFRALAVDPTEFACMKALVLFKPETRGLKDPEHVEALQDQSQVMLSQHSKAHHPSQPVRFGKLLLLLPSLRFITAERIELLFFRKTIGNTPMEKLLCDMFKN
# Peg3 promoter = Peg3 promoter activity inhibition; inhibition, % at 20 µM; HeLa PEG-Prom luciferase reporter, luminescence, overnight; actives 1.7% (n = 360,000);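 active = inhibition of at least 50% at 20 µM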
# NR2E3 ag-2 = activates human photoreceptor nuclear receptor NR2E3; GST-NR2E3/biotin-RetCOR TR-FRET, 1536-well; AID 2300; actives 0.12% (n = 320,000); inhibition of corepressor binding, % at 4.78 µM;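 active = percent inhibition above the cutoff of mean plus 3 SD of all tested compounds, set per screening campaign, cut at about 20% in these data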;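 note: 0% = DMSO wells and 100% = biotin wells as full block of FRET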
#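 Format: 1536-well format; test system: GST-NR2E3 and biotin-RetCOR proteins; read-out basis: percent inhibition of TR-FRET ratio; timing: 5 h incubation at 4 °C; detection: time-resolved FRET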
# HIF-2a block = inhibitors of HIF-2a; 786-0 RCC cells HIF-2a reporter, luciferase luminescence, overnight; inhibition, % at 18.8 µM; actives 0.72% (n = 360,000);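 active = inhibition of the luminescence signal of 40% or more relative to plate controls, in a single-dose primary screen at 18.75 µM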
# Exocytosis inh = blocks lytic granule exocytosis; TALL-104 LAMP-1 surface exposure, flow cytometry; cells stimulated with thapsigargin and PMA; inhibition, % at 10 µM; actives 0.66% (n = 360,000);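 active = inhibition above about 55%, limit read from the data; inconclusive = no clear call, values can overlap the other calls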
# CaV13 FRET inh = Disruptors of the CACNA1D IQ motif to Ca2+-dependent inactivation inhibitor domain association, primary screening, Förster resonance energy transfer in intact living …; inhibition, % at 12.3 µM; HEK cells, CFP/YFP FRET ICDI-IQ, plate reader, 10 min; percent FRET-ratio fall versus neutral wells; AID 743397; actives 0.098% (n = 340,000);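 active = mean replicate inhibition of at least 30% and at least 1% of replicates passing that level; inconclusive = only one of the two criteria is met; inactive = neither criterion is met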;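 note: 0% = median of the neutral control wells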
# aDG glyco act = increases alpha dystroglycan glycosylation; actives 0.22% (n = 360,000); AID 624168; Pro5-aDG cells, alpha-DG glycosylation AlphaScreen (IIH6); 0% Pro5, 100% B10-LARGE cell signal; activation, % at 10 µM;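 active = activation of at least 8% versus controls, or a plate z-score of at least 8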;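 note: Pro5 are CHO cells carrying HIG-tagged alpha-DG that lacks glycosylation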
# hiPSC survival = enhancers of human iPSC single-cell survival | hiPSC single-cell survival, ATPlite luminescence; 100% = ROCK inhibitor wells, 0% = DMSO | survival enhancement, % at 20 µM | actives 0.044% (n = 360,000) | AID 602274; in the data active = survival enhancement above about 18%;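 note: cells exposed to compounds for 16 hours before the ATP read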
# TRPM1 prom inh = reduces MITF-dependent TRPM1 promoter luciferase signal; SK-MEL-5 TRPM1 promoter luciferase, 24 h; inhibition, % at 12.5 µM; actives 0.83% (n = 330,000); AID 488899;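 active = mean inhibition across replicates of 60% or more, whatever share of single replicates reaches that level; inconclusive = some that reach 60%, reason not given; inactive = mean inhibition across replicates below 60%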; note: values of inactives mirror those of a sister screen read the other way
# Active calls of the source: *; ? = inconclusive; . = not tested or not shown. This is a random part of the collection; overall some 3.5% were active at least once.
SMILES,PDI inh,Vif imaging,NR2E3 ag-1,Peg3 promoter,NR2E3 ag-2,HIF-2a block,Exocytosis inh,CaV13 FRET inh,aDG glyco act,hiPSC survival,TRPM1 prom inh
CC(=O)N1CCN(c2ccc(NC(=O)c3ccc(Cl)cc3)cc2)CC1,6,7,-4,-6,0,12,1,-3,0.0,-0.3,-10
CCOc1cccc(-c2c(C(=O)N/N=C(\C)c3cccnc3)nnn2-c2nonc2N)c1,6,15,-10,-2,2,9,-8,-2,-0.3,0.5,-6
O=C(Nc1ccc2c(c1)OCO2)C1CCCN(S(=O)(=O)Cc2ccccc2)C1 (stereo not given),-3,.,21,21,0,18,0,-3,0.0,-0.1,3
CC(=O)Nc1ccc(S(=O)(=O)NCc2ccc(C)n2C)cc1,3,19,2,-1,-2,12,10,-3,-0.1,0.2,7
COc1ccc(NC(=O)CN(c2ccc(F)cc2)S(=O)(=O)c2ccccc2)c(OC)c1,0,-1,-3,21,4,15,17,-2,0.1,0.3,-12
Fc1ccccc1NC(=S)NCCc1cccc(Cl)c1,2,-17,-68,-283,.,-227,12,-4,0.7,0.6,-60
Cc1ccccc1C#N,.,3,-4,-3,1,-1,0,.,0.0,3.3,-5
NC(=O)c1c(N)sc(=S)n1-c1ccccc1,0,.,-20,-2,-1,16,3,-5,0.3,-0.8,-1
COc1ccc(C(=O)NNC(=O)Cc2nc3ccccc3n2C)cc1,-4,3,-23,6,.,7,-2,-6,0.0,2.2,-1
Cc1ccc(C(=O)Oc2cc(-c3ccccc3)no2)cc1,-5,-2,-6,-3,-2,10,-11,.,0.0,-2.2,18
Cc1ccc(/C=N\NC(=O)COc2ccc(C)cc2[N+](=O)[O-])cc1,-1,-8,-20,8,0,6,14,4,-0.4,-1.7,-13
COc1ccc(CCN(CC(=O)NC2CCCC2)C(=O)CCC(=O)Nc2cc(C)on2)cc1OC,-7,3,-4,-6,2,17,1,-3,0.0,0.9,-2
NS(=O)(=O)c1cccc(NC(=O)Cc2ccc(Cl)c(Cl)c2)c1,-1,0,-15,2,1,10,-5,1,0.0,-0.2,0
O=C(COc1ccc2ccccc2c1)N1CCCC1,0,3,-19,-178,2,-169,2,-5,0.0,-3.6,-45
CCOC(=O)/C(=C/c1c(C)n(C)c2ccc([N+](=O)[O-])cc12)C(C)=O,-1,4,-20,49,-4,72*,2,-14,-0.3,3.4,-9
COc1ccc(-c2nnc3sc(CN4C(=O)c5ccccc5C4=O)nn23)cc1,-6,.,-13,2,1,3,-2,.,0.3,-1.1,37
Cc1ccc(CCNC(=O)C2CCCN(c3nc4ccccc4o3)C2)cc1 (stereo not given),1,-6,-16,12,0,11,-1,-4,-0.1,-2.1,1
Cc1cccc(C=NOCCc2ccccc2)n1,-3,1,-47,-232,.,-219,19,-6,-0.1,0.3,-68
O=C(NCc1nnnn1-c1ccc(Cl)cc1)c1ccc2c(c1)OCO2,-4,17,-9,-6,.,9,-2,-5,0.0,2.2,.
O=C1c2cccc3cccc(c23)C(=O)N1c1ccncc1,-10,23,-5,-10,-1,2,8,-4,0.1,-0.4,2
COc1ccc(NC(=O)CCNS(=O)(=O)c2cccc3nsnc23)c(OC)c1,-5,3,-2,-1,-1,7,8,-7,-0.1,-0.5,12
Cc1cccn2c(=O)c(C=O)c(Nc3ccccc3)nc12,1,4,-2,7,-3,14,3,.,0.0,-0.6,-16
O=C(NCc1cccnc1)Nc1ccccc1,-11,-12,10,4,1,-6,4,4,0.0,1.3,-7
Cc1ccc(C(=O)Nc2ncccc2O)o1,3,-16,-47,-188,3,-99,-2,-6,0.1,-0.3,-34
Cc1ccc(C(=O)N2c3ccccc3OCC2C)cc1 (stereo not given),15,-8,14,-3,1,8,16,-6,0.1,-0.3,14
# The listing continues.
SMILES,PDI inh,Vif imaging,NR2E3 ag-1,Peg3 promoter,NR2E3 ag-2,HIF-2a block,Exocytosis inh,CaV13 FRET inh,aDG glyco act,hiPSC survival,TRPM1 prom inh
COc1cc(CNn2cn[nH]c2=S)ccc1OCC(=O)NC(C)(C)C,-2,-6,13,14,4,17,0,-2,0.2,-0.2,13
CCc1ccc(NC(=O)CCC(=O)N2CCSc3ccccc32)cc1,.,-7,-11,11,5,-23,0,-2,-0.2,-1.4,-2
Cc1ccc(Cl)cc1N1CCN(CC(=O)NC2CCCc3ccccc32)CC1 (stereo not given),-2,-5,-20,4,0,28,-8,-3,0.1,-2.1,-1
CC1=C(C)C(=O)N(C(C)CCc2ccccc2)C1=O (stereo not given),-7,-7,2,-1,0,11,-4,-20,0.0,-0.3,6
Cc1c(F)cccc1NC(=O)c1ccc2c(c1)CCN2S(C)(=O)=O,-4,2,-15,-22,3,-80,1,-1,-0.3,0.2,0
CN(C(=O)COC(=O)c1cccc(F)c1)c1ccccc1,0,5,20,-20,2,-2,-12,-4,-0.1,1.1,-16
CC1CCCC(C)N1S(=O)(=O)c1ccc(NC(=O)CNCC2CCCO2)cc1 (stereo not given),5,14,-10,11,-1,14,-1,-10,0.0,-2.0,6
CC(=O)SCCC(=O)N1C(C)CCCC1C(=O)O (stereo not given),-31,25,11,11,0,11,4,.,0.2,4.7,-5
CCCNC(=O)Cn1nc(C(F)(F)F)c2c1CCCC2,-8,-2,-27,10,2,13,-2,-5,0.0,-3.8,6
Cc1cc(OCc2cc(C(=O)N(C)C(C)c3ccccn3)no2)cc(C)c1Cl (stereo not given),12,3,-96,-193,-3,-232,3,-8,0.3,-0.5,-26
COCCSc1nnc(NC(=O)c2ccc(NC(C)=O)cc2)s1,-5,-3,5,1,-3,1,7,-5,0.2,0.1,-9
Cc1nc2c(sc3nc(N4CCOCC4)c4c(c32)CC(C)(C)OC4)c(-c2ccccc2)c1C(=O)O,2,-4,-17,15,15,25,-2,-5,0.1,-0.7,10
COc1ccc(NC(=O)COC(=O)CCC2CCCC2)c(OC)c1,-19,4,-10,11,.,5,-4,-2,0.0,-0.9,-2
CNc1snc(C)c1C(=O)OC(C)C(=O)Nc1ccccc1 (stereo not given),-19,20,-5,0,3,14,0,-1,0.4,-0.5,8
O=C(NCc1ccccc1)c1cc(S(=O)(=O)N2CCOCC2)ccc1F,1,-22,6,2,1,8,-1,-7,0.1,0.2,9
O=C(C1=C[C@@H](c2csc3ccccc23)C[C@@H](OCc2ccc(CO)cc2)O1)N1CCN(Cc2ccc3c(c2)OCO3)CC1,10,2,-16,6,3,20,-4,-9,0.0,0.6,22
Cc1cccc(N(CC(=O)NCCSCc2ccccc2)S(C)(=O)=O)c1,-1,0,-20,19,0,26,1,1,-0.2,-0.4,1
CC1(C)CC(=O)C=C(N2CCOCC2)C1,0,3,3,27,-3,26,-6,-2,0.9,-0.1,5
CCOc1cc(/C=N/Nc2ncnc(Cl)c2N)ccc1O,10,-6,-54,-124,-7,-87,1,-6,0.1,-2.1,-47
CSCCC1NC(=O)C(C(C)=Nc2ccccc2)=C1O (stereo not given),3,6,-27,-82,.,-89,-2,-11,-0.2,0.5,-13
COc1ccc(CN2CCC(CNC(=O)NC3CCCCC3)CC2)cc1,-6,12,-2,0,1,1,-2,.,0.2,-2.0,8
O=C(Nc1ccccc1)c1ccncc1,-1,.,-10,6,0,1,0,-4,0.1,3.3,-3
Nc1cc([N+](=O)[O-])ccc1OCc1ccccc1,-14,-4,-20,-324,.,-260,-3,-3,1.8,7.2,-32
Cc1ccc(C2=Nc3ccccc3SC(c3cccc([N+](=O)[O-])c3)C2)cc1 (stereo not given),?,0,-31,-32,0,-93,0,-20,0.4,-0.4,-38
O=C(Nc1ccc2c(c1)OCO2)c1cccc2c1C(=O)N(Cc1cccnc1)C2,-7,-21,-1,-30,1,-56,8,-4,-0.2,4.6,-9
# More records follow:
SMILES,PDI inh,Vif imaging,NR2E3 ag-1,Peg3 promoter,NR2E3 ag-2,HIF-2a block,Exocytosis inh,CaV13 FRET inh,aDG glyco act,hiPSC survival,TRPM1 prom inh
O=C(NCC1CCCCC1)c1cccnc1,-14,-3,-2,-1,0,9,-9,-2,0.0,-0.1,3
COc1ccccc1Cc1c(-c2ccc(C)cc2)nc2cc(C)c(Br)c(C)n12,.,.,-96,.,.,-151,1,-11,-0.2,-1.1,.
Cc1cc2cc3c(cc2nc1SCC(=O)O)CCC3,-6,7,21,10,13,4,-6,.,-0.2,-0.6,2
CC(=O)Nc1ccc(NC(=O)c2ccnn2C)cc1,6,11,-1,0,2,-2,0,-5,0.0,-0.4,9
C/C(=N\NC(=O)c1ccc(Cl)cc1)c1ccccn1,9,-4,-30,-25,-2,-163,18,-4,-0.4,1.2,25
CC(=O)C1=C(O)C(=O)N(C)C1c1ccccc1[N+](=O)[O-] (stereo not given),9,-1,-33,8,5,17,6,-1,0.1,-0.6,14
Cc1ncoc1C(=O)Nc1ccccc1-c1ccccc1,-3,25,5,15,0,-2,-5,-4,-0.6,-1.4,0
O=C(N/N=C/c1ccccc1[N+](=O)[O-])c1ccc2c(c1)OCCO2,10,23,-124,-31,3,-93,-4,1,-0.2,-0.6,3
O=C(C[n+]1ccc(C(=O)c2ccccc2)cc1)Nc1ccc(C(F)(F)F)cc1,6,10,2,13,4,12,2,1,0.4,-0.1,6
CC(=O)c1sc(NC(=O)c2ccc(F)c(F)c2)nc1C,1,-6,-37,-173,1,-133,-4,-3,-0.1,-2.3,-26
O=C(C[N+]1(CC#Cc2ccccc2)CCOCC1)c1ccccc1,3,-8,-12,-1,2,5,-3,-7,-0.3,-1.1,16
CN(C)c1ccc(N/C(=N\S(=O)(=O)c2cccs2)c2ccccc2)cc1,6,2,-48,1,-3,-12,-1,-4,0.1,2.6,-3
Cc1ccc(S(=O)(=O)c2ccc(Cl)cc2)cc1S(=O)(=O)N1CCOCC1,8,-10,-4,15,0,13,0,-5,-0.1,-1.0,-3
O=C(NCC1CCCO1)c1onc(CSc2cccc3ccccc23)c1C(=O)O (stereo not given),10,8,-34,4,5,20,-1,-6,-0.5,3.1,-10
O=C(O)CCc1ccc(-c2ccccc2)n1Cc1ccco1,14,17,-6,6,2,17,-4,-6,0.1,-2.2,2
O=C(O)c1cc(S(=O)(=O)N2CCN(S(=O)(=O)c3ccc4ccccc4c3)CC2)ccc1Br,2,4,-4,5,.,4,14,-4,0.3,-0.4,-4

# One compound at a time (already shown):
# Shown for O=C(N/N=C/c1ccccc1[N+](=O)[O-])c1ccc2c(c1)OCCO2 : PDI inh: 10; Vif imaging: 23; NR2E3 ag-1: -124; Peg3 promoter: -31; NR2E3 ag-2: 3; HIF-2a block: -93; Exocytosis inh: -4; CaV13 FRET inh: 1; aDG glyco act: -0.2; hiPSC survival: -0.6; TRPM1 prom inh: 3
# Shown for Cc1ncoc1C(=O)Nc1ccccc1-c1ccccc1 : PDI inh: -3; Vif imaging: 25; NR2E3 ag-1: 5; Peg3 promoter: 15; NR2E3 ag-2: 0; HIF-2a block: -2; Exocytosis inh: -5; CaV13 FRET inh: -4; aDG glyco act: -0.6; hiPSC survival: -1.4; TRPM1 prom inh: 0
